CSM14.1 death rescue: protection against thapsigargin-triggered cell killing – 384-well, CSM14.1, ATP luminescence, primary screen (AID 1222); CSM14.1 thapsigargin-induced death rescue, ATP luminescence; higher % means a stronger effect; cellular ATP content (survival), % at 20 µM; hits with a dose series show EC50 in µM; 190,000 tested, under 10 active;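 active = EC50 below 50 µM in the dose-response confirmation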;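 note: death triggered by thapsigargin at about 15 µM added after 2 h compound pretreatment; cell ATP read after overnight thapsigargin exposure of roughly 18 to 22 hours; normalized against plate controls of thapsigargin alone and 5% DMSO vehicle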
b-catenin transl: modulators of beta-catenin nuclear translocation; nuclear translocation activity, % at 5 µM; AID 1665; hit rate 0.3% among 190,000; HeLa beta-catenin nuclear translocation, immunofluorescence imaging;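 active = nuclear translocation activity above 50% at 5 µM, with a well cell count of 50 or more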;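 note: per-cell ratio of nuclear to cytoplasmic median beta-catenin stain intensity; plate controls were DMSO negative control for no effect and GSK-3 inhibitor IX positive control for full effect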
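Test system: human HeLa cells, native beta-catenin. Compound dosing: 5 µM primary single dose, 0.1% DMSO, 0.02–20 µM confirmation series. Incubation: compound exposure 24 h at 37°C. Detection: beta-catenin immunostaining with DAPI counterstain, 20x imaging, 6 fields/well. Read-out basis: Nuclear/cytoplasmic beta-catenin signal ratio, % activation.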
Autophagy mod: modulators of autophagy. MEF GFP-LC3 puncta imaging; test concentration mostly 10 µM. calls only at 10 µM (by protocol). hit rate 0.98% among 190,000. AID 463193;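 active = percentage of spot-positive cells more than 3 SD above its plate mean, without a fluorescence outlier flag or 80% toxicity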;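 note: spot-positive cell cutoff set from DMSO-treated cells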
UTI89 phage lysis: protection from phage-mediated lysis, alamar blue read-out – E. coli UTI89, K1F phage, bacterial capsule biogenesis inhibitors (AID 488966); E. coli UTI89 K1F phage lysis, alamar blue, 2 h; higher % means a stronger effect; one-dose inhibition, % at 100 µM; IC50 in µM for titrated hits; hit rate 0.02% among 340,000;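 active = phage lysis inhibition, versus mean bacterial control, above a set limit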;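 note: capsule biogenesis inhibitors block K1F phage lysis so surviving cells raise fluorescence; higher fluorescence means more inhibition of phage lysis; actives were called in the ten point dose series up to 300 µM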
MT stabilizer: microtubule stabilization, imaging screen | HeLa tubulin immunostaining HCS, 24 h; share of cells brighter than vehicle mean+2SD | % tubulin-high responders, % at 10 µM | hit rate 0.83% among 200,000;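 active = plate Z-score above 3 for both tubulin-high and condensed-nucleus cell shares, with cell loss under 80%, at 10 µM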;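 note: anti alpha tubulin signal scored within the nucleus-defined area of each cell; some results filed as inactive read as strong as hits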
P. falciparum M1AAP: P. falciparum M1AAP inhibitors, biochemical, fluorogenic H-Leu-NHMec substrate, 1536-well (AID 1445) | recombinant M1AAP, H-Leu-NHMec fluorogenic kinetic assay; higher % means a stronger effect | one-dose inhibition, % at 30 µM; IC50 in µM for titrated hits | hit rate 0.42% among 220,000;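 active = primary inhibition above the hit cutoff, then over 50% inhibition at one or more dose response concentrations, cut at about 23% in these data, passing the limit was not always enough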;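 note: plate controls were DMSO full reaction for no effect and no enzyme background for full effect; strong numbers were not always called active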
P. falciparum M17LAP: P. falciparum M17LAP inhibitors, primary screen, biochemical, fluorogenic H-Leu-NHMec substrate, 1536-well (AID 1619) | recombinant M17LAP, H-Leu-NHMec fluorogenic kinetic assay; higher % means a stronger effect | inhibition, % at 30 µM; hits with a dose series show IC50 in µM | hit rate 0.38% among 220,000;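 active = compound inhibiting the enzyme by more than half at any dose during confirmatory dose-response retesting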;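 note: plate controls were full reaction with DMSO carrier for no effect and no enzyme background for full effect; strong numbers were not always called active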
Insulin prom up: MIN6 insulin promoter up-regulation; MIN6 insulin promoter-GFP reporter, high-content imaging; hits give high values; hit rate 0.3% among 190,000; z-score at 5 µM;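 active = z-score above 3 at 5 µM with at least 500 cells counted in the well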
Dynein transport: blocks dynein driven cargo transport along microtubules. 3617.4 mouse cells, GR-EGFP nuclear translocation imaging; test concentration mostly 20 µM; stimulated with dexamethasone, 1 µM; hits give low values. z-score, hits read low. hit rate 0.47% among 220,000. AID 1381;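 active = plate z-score of nuclear minus cytoplasmic receptor signal below a set negative limit, without overly bright fluorescence or cell loss, cut at about -3.5 in these data, passing the limit was not always enough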;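 note: z-score of nuclear minus cytoplasmic ring GR-EGFP intensity difference per well; some compounds called inactive have numbers as strong as hits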
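Also added – dexamethasone, 1.0 µM final · Buffer or medium – tet-free, stripped-serum medium · Schedule – induction 48 h, compound 1 h, agonist 30 min · Detection – formaldehyde fixation, Hoechst nuclear stain, 10x automated fluorescence imaging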
Dynein transport cytoplasmic EGFP: also measured in Dynein transport; calls as there; z-score; measured here: cytoplasmic GR-EGFP intensity; hits give high values
Dynein transport nuclear GR-EGFP: second read-out of Dynein transport, no call of its own (marks repeat the call); z-score; measured here: nuclear GR-EGFP intensity;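 lower value marks the stronger effect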
Dynein transport cell count: recorded beside Dynein transport, whose call it bears; z-score; measured here: cell count per field
Insulin prom up cell count: recorded beside Insulin prom up, whose call it bears; cell count; measured here: cytotoxicity, nuclei count;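 total cells summed across four imaged fields per well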
b-catenin transl cell count 5 µM: second read-out of b-catenin transl, no call of its own (marks repeat the call); cell count; measured here: cell count, cytotoxicity flag
MT stabilizer Hoechst-high %: also measured in MT stabilizer; calls as there; % Hoechst-high responders; measured here: nuclear condensation Hoechst responders;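 share of cells brighter than vehicle mean plus two SD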
MT stabilizer cytotoxicity %: second read-out of MT stabilizer, no call of its own (marks repeat the call); toxicity, %; measured here: cytotoxicity by cell density;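 0% = mean cell density of plate MIN control wells and 100% = no cells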
Autophagy mod cell loss 18 h: recorded beside Autophagy mod, whose call it bears; toxicity, %; measured here: cell loss, nuclei count;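 cell loss after 18 h compound exposure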
* = called active by the depositor; i = inactive; · = not tested or not shown; + = active, no number; [ ] = remark or other dose.

SMILES	CSM14.1 death rescue	b-catenin transl	b-catenin transl cell count 5 µM	Autophagy mod	Autophagy mod cell loss 18 h	UTI89 phage lysis	MT stabilizer	MT stabilizer Hoechst-high %	MT stabilizer cytotoxicity %	P. falciparum M1AAP	P. falciparum M17LAP	Insulin prom up	Insulin prom up cell count	Dynein transport	Dynein transport cytoplasmic EGFP	Dynein transport nuclear GR-EGFP	Dynein transport cell count
O=C(Nc1cccnc1)c1ccc([N+](=O)[O-])cc1Cl	3.6%	1.3	1042	i	2	-0.6%	2.2	1.6	3.9	3%	15%	-0.2	1112	-0.073	-0.059	0.11	-0.11
FC(F)(F)c1nc2ccccc2c2nc3ccccc3n12	-2.8%	-0.8	495	i	-1	0.9%	5.8	2.2	11	8%	4%	-0.13	1318	-0.24	-0.28	0.47	0.57
O=C(NCC(F)(F)F)N1CCOCC1	-0.1%	·	·	i	-8	0.3%	1.8	2.0	5.3	2%	-6%	-0.2	953	0.34	-0.21	0.29	0.67
Cc1ccc(/C=N/N2CCCCC2)o1	-11%	-0.3	1111	i	2	-0.5%	4.4	3.2	10	5%	-4%	-0.26	1346	-1.1	-0.3	-0.17	2.1
COc1ccc(C(CC(=O)N2CCCCC2)c2c(O)cc(OC)cc2OC)cc1 (stereo unspecified)	·	2.0	1114	·	·	0.7%	·	·	·	4%	-1%	·	·	-0.19	-0.72	-0.046	0.13
CN(CC(=O)N1CCCC1)S(=O)(=O)c1ccc(Cl)cc1	-0.9%	·	·	i	-3	0.3%	1.4	0.6	4.4	5%	10%	-0.74	896	2.2	0.13	1.6	-1.7
COC(=O)C1=C(C)n2nnnc2NC1c1cc2ccccc2o1 (stereo unspecified)	1.6%	-2.7	1045	i	-4	4.2%	2.4	3.6	4.0	3%	-11%	-1.4	1161	-0.67	-0.18	-0.12	0.4
CN1c2ccsc2C(O)=C(C(=O)Nc2ccccc2)S1(=O)=O	-2.5%	-1.6	1081	i	-3	-0.3%	1.4	1.5	9.7	13%	16%	-0.16	1992	·	·	·	·
CN(C)C(=S)NC(C)(C)C	·	-0.3	1287	·	·	-2.0%	·	·	·	5%	-4%	-0.77	1416	-0.09	-0.25	-0.17	0.093
CCOC(=O)/C(N=Nc1ccc2c(c1)OCO2)=C(\C)O	-9.4%	-0.5	1143	i	-13	1.0%	2.5	1.7	1.1	16%	23%	0.1	1312	-0.24	0.065	-0.0097	0.034
Cc1ccc(C(=O)CNc2ccccc2C)cc1	-2.2%	-2.1	499	i	5	0.8%[50 µM]	2.4	2.7	0.0	1%	22%	-0.04	1212	-0.62	-0.16	-0.48	0.044
CC(C)c1ccc(N2C(=O)CSC23C(=O)N2CCCc4cccc3c42)cc1 (stereo unspecified)	-0.3%	·	·	i	-5	1.2%	2.4	1.5	7.3	11%	2%	-0.02	911	0.17	-0.095	0.16	0.084
CNC(=O)CSc1nnc(C(C)C)n1C	-0.6%	0.0	1474	i	3	0.1%	7.3	2.1	6.9	4%	-8%	-0.09	1552	0.48	-0.37	-0.16	-0.31
Cc1ccc2nc(SCC(=O)Nc3cc(C(C)(C)C)nn3-c3ccccc3)[nH]c2c1	-2.5%	3.1	1053	i	3	-0.1%	4.7	3.0	5.2	6%	5%	-0.3	1318	0.023	-0.29	-0.22	0.32
CCN1CCCC1CNC1=NCCCCC1 (stereo unspecified)	3.0%	-1.6	1001	i	-45	0.4%	3.2	2.7	13	15%	-2%	-0.32	1597	-0.51	-0.43	0.033	0.59
CCCNC(C)C(=O)Nc1ccccc1C (stereo unspecified)	0.2%	-3.4	1216	·	·	-0.3%	·	·	·	-6%	1%	0.5	1495	·	·	·	·
CN(C)c1nc(N)nc(CSc2nc3cc(Cl)ccc3o2)n1	1.2%	-0.3	1103	i	22	12%	3.6	2.1	7.2	-1%	-4%	-0.19	1891	2.1	-0.2	1.4	-1.7
Cn1cc(S(=O)(=O)N2CCN(Cc3ccccc3)CC2)c(=O)n(C)c1=O	-0.4%	-1.8	1175	i	11	0.8%	3.5	2.5	6.0	4%	11%	-0.61	1983	-0.52	-0.22	-0.28	0.23
O=C(Nc1ccccc1)c1cccc(N2CCCC2=O)c1	-3.2%	·	·	i	-6	0.9%	1.7	2.8	12	2%	13%	-0.86	1363	-1.1	-0.16	-0.27	0.71
c1ccc(Nc2nc3ccccc3n3nnnc23)cc1	1.9%	-0.6	1104	i	3	0.0%	2.9	1.3	11	3%	3%	0.48	1433	-0.67	-0.06	-0.06	-0.087
CCOc1ccccc1N(CC(=O)NC1CCCC1)C(=O)CCCC(=O)Nc1ccccn1	-2.2%	·	·	i	-1	0.3%	1.6	2.4	14	19%	-2%	-0.98	1418	0.6	-0.2	1	0.61
O=C(NC(=S)NNC(=O)c1cccs1)c1ccc(Br)o1	-1.0%	·	·	i	29	-2.4%[50 µM]	3.5	1.2	5.2	-10%	104%	·	·	-0.2	-0.28	-0.073	0.43
COc1cc(C(=O)Nc2nc(-c3ccc(Cl)cc3)c(C)s2)ccc1OCC(=O)Nc1ccc(F)cc1	0.4%	0.6	1101	i	10	5.8%	5.7	2.6	4.8	7%	-2%	-0.33	1513	1.2	-0.037	0.59	-1.1
O=C(CSc1ccc(-c2cccs2)nn1)c1cccs1	-1.7%	0.9	1059	i	-1	0.3%	2.9	2.3	6.2	5%	2%	-1.3	1111	0.56	-0.18	0.22	0.24
O=C(/C=C/c1ccco1)Nc1nc(-c2ccc(F)c(F)c2)cs1	·	-0.3	1061	·	·	-0.6%[50 µM]	·	·	·	0%	-4%	·	·	1.3	-0.15	0.38	-0.35
Cc1nn2c(NCCCN3CCOCC3)c3c(nc2c1-c1ccccc1)CCC3	-1.5%	-1.6	906	i	6	0.1%	5.7	2.0	5.2	1%	-3%	-0.01	1237	0.49	-0.066	0.46	0.027
Fc1cccc(/C=N/Nc2ccc3ccccc3n2)c1	·	-1.6	1076	i	0	0.8%	6.1	2.5	0.0	10%	10%	-0.3	1308	-1	-0.25	-0.54	2.4
CCS(=O)(=O)c1ccc(O)c(NC(=O)COc2ccccc2)c1	-1.9%	0.1	1367	i	-8	-1.2%	2.1	1.8	1.1	2%	-3%	-0.13	1656	-0.41	-0.21	-0.31	0.13
CCc1nnc(NC(=O)CSc2nc3c(cc2C#N)CCCC3)s1	-4.4%	·	·	i	-4	1.9%	2.5	2.3	5.8	0%	-2%	0.03	1196	0.014	-0.29	0.31	0.075
COC(=O)C1C(c2ccc(OC)c(OC)c2)NC(c2ccc(OC)c(OC)c2)C(C(=O)OC)S1(=O)=O (stereo unspecified)	-2.8%	0.7	534	i	4	0.3%	3.8	3.0	8.4	5%	7%	·	·	-0.79	-0.26	-0.79	1.4
Nc1nnc(SC2CC(=O)N(c3ccccc3)C2=O)s1 (stereo unspecified)	-7.0%	·	·	i	-7	-22%	1.4	2.7	15	5%	26%	-0.29	971	-0.34	-0.36	-0.41	0.55
CCNC(=O)COC(=O)/C=C/c1c(C)nn(Cc2cccc(OC)c2)c1Cl	-1.6%	-2.2	1173	i	15	0.1%	4.5	2.2	7.0	3%	-4%	·	·	0.35	-0.27	0.1	0.055
CC(=O)N1CCc2c(sc(NC(=O)c3ccc4c(c3)OCCO4)c2C#N)C1	-3.2%	57*	434*	i	35	0.0%	34*	26*	60*	6%	9%	-0.06	1117	-0.54	-0.18	-0.18	0.31
Cc1csc2c(=O)n(CCO)c(=O)[nH]c12	·	-0.1	1292	·	·	·	·	·	·	3%	-1%	-0.37	1098	-0.41	-0.2	0.15	0.78
CN(Cc1ccccc1)S(=O)(=O)c1ccc(NC(=S)NC(=O)C(C)(C)C)cc1	-2.0%	-0.8	946	i	8	1.5%[50 µM]	2.5	1.9	0.7	-1%	-9%	·	·	2.8	-0.19	1.3	-1.9
Cc1noc(C)c1S(=O)(=O)N1CCC(C(=O)NC2CCCc3ccccc32)CC1 (stereo unspecified)	2.6%	-1.4	1182	i	0	1.9%	1.8	1.3	4.2	1%	4%	-0.85	992	-0.45	-0.041	0.4	0.62
COc1cc(-c2ccccc2)nc2ccccc12	-1.7%	0.5	1113	i	-1	2.1%	1.3	1.3	6.4	-2%	11%	0.25	993	-1.2	-0.24	-0.53	-0.41
Cc1nc(SC2CC(=O)N(c3ccccc3)C2=O)n[nH]1 (stereo unspecified)	-2.4%	-0.5	1501	+	-3.9*	-0.6%	2.6	2.2	11	·	·	0.18	1460	-3.7*	2.3*	-1.9*	-1.2*
Cc1ccc(Nc2ccc(N3CCN(c4ccc([N+](=O)[O-])cc4)CC3)nn2)cc1	1.6%	0.1	1088	i	7	0.1%	1.8	1.6	1.8	0%	5%	-0.67	1214	-0.13	-0.14	-0.2	0.36
CC(C)(C)n1nnnc1C(c1cccnc1)N1CCN(C(=O)c2ccco2)CC1 (stereo unspecified)	0.1%	-0.2	595	i	2	0.5%[50 µM]	3.7	2.0	6.7	6%	6%	·	·	-0.85	0.66	-0.33	0.44
